# TNAP activators: stimulation of alkaline phosphatase TNAP activity – biochemical, luminescent, no phosphate acceptor, uHTS, primary screen (AID 1001); purified TNAP, luminescent activation assay, no phosphate acceptor; higher activation fold means a stronger effect; activation fold at 20 µM, or EC50 in µM where a hit was titrated; 200,000 compounds, 0.03% hits; in the data active = activation fold from about 3, or a potency from the dose series; inactive = the rest, 99 in 100 with activation fold below about 1.6; note: many of its hits are not listed in these tables
# PMI inhibition: MPI inhibition at elevated mannose 6-phosphate – biochemical, fluorescence intensity, high mannose 6-phosphate, primary screen (AID 1220); recombinant PMI enzyme, coupled fluorescence intensity; higher % means a stronger effect; inhibition, % at 20 µM, or IC50 in µM where a hit was titrated; 190,000 compounds, 0.66% hits
# WT yeast gro inh: growth inhibition of WT yeast, mitochondrial fusion screen | mitochondrial fusion phenotypic screen, WT strain | inhibition, % at 10 µM | 190,000 compounds, 2.1% hits | AID 1362; in the data active = inhibition above about 58%; tested in S. cerevisiae
# XIAP displacement: XIAP antagonists, biochemical, IAP family, fluorescence polarization (AID 1018); XIAP BIR domain, fluorescence polarization peptide displacement; higher % means a stronger effect; one-dose displacement, % at 20 µM; IC50 in µM for titrated hits; 200,000 compounds, 0.007% hits; in the data active = displacement above about 50%; note: a part of the inactive calls stands beside numbers as strong as those of hits
# LYP inhibition: PTPN22 lymphoid phosphatase activity blockers – biochemical, fluorescence intensity, uHTS (AID 1779) | recombinant LYP phosphatase, fluorescence intensity; higher % means a stronger effect | inhibition, % at 11.5 µM, or IC50 in µM where a hit was titrated | 290,000 compounds, 0.054% hits;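 note: plate controls were vehicle with enzyme for no effect and no enzyme for full effect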
# P. falciparum M1AAP: P. falciparum M1AAP inhibitors, biochemical, fluorogenic H-Leu-NHMec substrate, 1536-well (AID 1445); recombinant M1AAP, H-Leu-NHMec fluorogenic kinetic assay; higher % means a stronger effect; inhibition, % at 30 µM, or IC50 in µM where a hit was titrated; 220,000 compounds, 0.42% hits;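 active = primary inhibition above the hit cutoff, then over 50% inhibition at one or more dose response concentrations, cut at about 23% in these data, passing the limit was not always enough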;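 note: plate controls were DMSO full reaction for no effect and no enzyme background for full effect; strong numbers were not always called active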
# PMI inhibitors: MPI enzyme activity inhibition – biochemical, fluorescence intensity, coupled assay, primary screen (AID 1209); inhibition, % at 20 µM; hits with a dose series show IC50 in µM; purified PMI enzyme, coupled fluorescence intensity; higher % means a stronger effect; 190,000 compounds, 0.42% hits;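 note: plate controls were DMSO vehicle for no effect and wells lacking substrate for full effect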
# Yfh1-depleted yeast: enhancers of respiration in Yfh1-depleted yeast, dose response, Friedreich's ataxia, plus single-dose screen (AID 1465) | S. cerevisiae Yfh1-off respiration, WST-1 reduction, 72 h; higher fold induction means a stronger effect | fold induction at 50 µM, or EC50 in µM where a hit was titrated | 220,000 compounds, 0.074% hits;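 active = fold induction of absorbance versus untreated yeast above a set limit, then at least 30% activation at any dose in follow-up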;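 note: activators that raise dye reduction in frataxin-depleted yeast; strong numbers were not always called active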
# P. falciparum M17LAP: P. falciparum M17LAP inhibitors, primary screen, biochemical, fluorogenic H-Leu-NHMec substrate, 1536-well (AID 1619) | 220,000 compounds, 0.38% hits | inhibition, % at 30 µM, or IC50 in µM where a hit was titrated | recombinant M17LAP, H-Leu-NHMec fluorogenic kinetic assay; higher % means a stronger effect;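 active = compound inhibiting the enzyme by more than half at any dose during confirmatory dose-response retesting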;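 note: plate controls were full reaction with DMSO carrier for no effect and no enzyme background for full effect; strong numbers were not always called active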
# WT yeast gro inh mutant strain: second read-out of WT yeast gro inh, no call of its own (marks repeat the call); inhibition, %; mitochondrial fusion phenotypic screen, mutant strain inhibition
# * hit, by the source's call; i = inactive; . = no result given. Cut-off read from the data, not from the text of the source, unless noted: active = inhibition above about 50%; inactive = the rest. An unsorted share of the library, and some 3.7% of all compounds hit somewhere here.
# Preview, two compounds:
SMILES,TNAP activators,PMI inhibition,WT yeast gro inh,WT yeast gro inh mutant strain,XIAP displacement,LYP inhibition,P. falciparum M1AAP,PMI inhibitors,Yfh1-depleted yeast,P. falciparum M17LAP
CSc1ccccc1NC(=O)CN(C)C(C)C(=O)Nc1ccc(C#N)cc1 (stereo not given),1.1,-4%,14,15,-7.1%,-5%,-2%,-3%,i,4%
CCN(C(=O)COC(=O)c1ccc(Br)o1)C1CCCCC1,1,-5%,12,12,-4.0%,-8%,0%,-14%,i,9%

# The whole of this part, repeating the preview:
SMILES,TNAP activators,PMI inhibition,WT yeast gro inh,WT yeast gro inh mutant strain,XIAP displacement,LYP inhibition,P. falciparum M1AAP,PMI inhibitors,Yfh1-depleted yeast,P. falciparum M17LAP
CSc1ccccc1NC(=O)CN(C)C(C)C(=O)Nc1ccc(C#N)cc1 (stereo not given),1.1,-4%,14,15,-7.1%,-5%,-2%,-3%,i,4%
CCN(C(=O)COC(=O)c1ccc(Br)o1)C1CCCCC1,1,-5%,12,12,-4.0%,-8%,0%,-14%,i,9%
C=CC(C)(C)c1cc2cc3ccoc3cc2oc1=O,1,1%,-17,7,-2.3%,0%,2%,-2%,i,4%
O=c1[nH]nc(SCCS(=O)(=O)c2ccc(F)cc2)n1-c1ccc2c(c1)OCCO2,.,.,.,.,.,-7%,2%,.,i,-7%
CC1CCCCN1CC(=O)Nc1ccc(N2CCCCCC2)cc1 (stereo not given),1,47%,-3,-2,1.3%,3%,1%,24%,i,38%
CCC(=O)Nc1cc(-c2nn(C)c(=O)c3ccccc23)ccc1N1CCCCC1,1.1,1%,9,-12,-4.0%,3%,3%,4%,i,3%
O=C(O)C1CCCCC1C(=O)NCc1cn2ccccc2n1 (stereo not given),1.2,1%,8,6,-0.8%,0%,8%,-2%,i,24%
Cc1cccc(C)c1NC(=O)Nc1ccc(S(N)(=O)=O)cc1,.,.,.,.,.,-5%,-1%,.,i,4%
CCOc1ccccc1NC(=O)Cn1c(=O)n(-c2ccccc2)c(=O)c2oc3ccccc3c21,1.1,-2%,7,2,-7.3%,7%,-1%,9%,i,1%
C=CCN(CC=C)S(=O)(=O)c1ccc(NC(=S)NC(=O)c2ccc(-c3ccccc3)cc2)cc1,1,0%,-8,-4,1.0%,5%,2%,10%,i,-5%
CCCNC(=O)CSc1nccn1Cc1ccco1,1.1,-5%,11,9,-4.3%,4%,6%,-7%,i,-4%
CC(C)(C)NC(=O)c1ccc(NC(=O)CSc2ccccc2)cc1,1,-2%,-1,11,-7.8%,-6%,9%,2%,i,4%
O=C(Nc1cccc(-c2cnc3ccccc3n2)c1)c1ccccc1,1,1%,-8,-1,-4.6%,2%,-4%,3%,i,2%
COc1ccccc1NC(=O)COc1ccc(C(=O)OCC(=O)NC(C)(C)C)cc1OC,1,4%,-16,16,-8.9%,-2%,-4%,1%,i,-1%
CC1CN(CCOc2ccccc2-c2ccccc2)CC(C)O1 (stereo not given),1.1,-5%,-21,7,-6.3%,-4%,-1%,-11%,i,-8%
CCOc1ccc2nc(NC(=O)c3cccc(-c4cc5ccccc5oc4=O)c3)sc2c1,1.1,-13%,-23,-41,-1.9%,-2%,-7%,1%,i,-9%
Cc1ccc(NS(=O)(=O)c2ccc(N3C(=O)CCC3=O)cc2)cc1,1.1,-4%,-6,12,-20%,-11%,3%,3%,i,-11%
Cc1cc(C(=O)OCC(=O)N(C)c2ccccc2)ccc1[N+](=O)[O-],1.1,-3%,13,9,-4.5%,3%,6%,-11%,i,-3%
Cc1cccc[n+]1C1C(c2ccc([N+](=O)[O-])cc2)C(C#N)=C(C(=C=[N-])C#N)NC1(O)C1CC1 (stereo not given),1.1,15%,2,-12,-8.6%,-1%,-9%,1%,.,-13%
COc1cc(OC)c(C2SCCS2)c(OC)c1,1,4%,-19,-12,-9.2%,-4%,-2%,0%,i,16%
CC(C)C(=O)O/N=C(\N)c1ccc(Oc2ccc(Cl)cc2)c([N+](=O)[O-])c1,.,.,.,.,.,-2%,2%,.,i,3%
O=C(Nc1nc2ccccc2n1CCN1CCOCC1)c1ccc(Cl)cc1,.,.,.,.,.,3%,-3%,.,i,13%
Cc1cc(C)c2cc(C#N)c(SCC(=O)NCc3ccco3)nc2c1,1,-16%,7,4,-8.3%,6%,-1%,-10%,.,32%
COc1cccc(F)c1C(C[N+](=O)[O-])c1c(N)n(C)c(=O)n(C)c1=O (stereo not given),.,.,.,.,.,-7%,2%,.,i,3%
N#Cc1ccccc1CSc1ccccn1,1.1,2%,-3,-19,-4.0%,-11%,14%,5%,i,18%
CC(=O)N1CCN(S(=O)(=O)c2cccc(C(=O)OCC(=O)N3CC(=O)Nc4ccccc43)c2)CC1,1,-7%,4,6,-4.5%,-8%,3%,-6%,i,-3%
O=C1NN(c2ccccc2)C(=O)C2C1C1C=CC2C12CC2 (stereo not given),1,1%,22,-1,-6.9%,-10%,-3%,5%,i,3%
CC(=O)c1c(N2CCOCC2)nc2ccc(Cl)cc2c1-c1ccccc1,.,.,.,.,.,-3%,4%,.,i,-3%
Cc1ccc(C(=O)NCCCNCCCN(C)C)cn1,1.1,-7%,8,15,-4.3%,-17%,1%,5%,i,3%
Cc1ccc(C(=O)N/N=C2\CC3CC=CC23)c(C)c1 (stereo not given),1.2,-10%,4,15,-3.2%,-3%,1%,-12%,i,-2%

# A different layout for 2 compounds above:
compound	TNAP activators	PMI inhibition	WT yeast gro inh	WT yeast gro inh mutant strain	XIAP displacement	LYP inhibition	P. falciparum M1AAP	PMI inhibitors	Yfh1-depleted yeast	P. falciparum M17LAP
O=C1NN(c2ccccc2)C(=O)C2C1C1C=CC2C12CC2 (stereo not given)	1	1%	22	-1	-6.9%	-10%	-3%	5%	i	3%
CC(=O)c1c(N2CCOCC2)nc2ccc(Cl)cc2c1-c1ccccc1	.	.	.	.	.	-3%	4%	.	i	-3%

# Continued:
SMILES,TNAP activators,PMI inhibition,WT yeast gro inh,WT yeast gro inh mutant strain,XIAP displacement,LYP inhibition,P. falciparum M1AAP,PMI inhibitors,Yfh1-depleted yeast,P. falciparum M17LAP
CCNc1cccc2c1C(=O)N(C)C2=O,1.1,-2%,-14,-2,0.3%,-2%,6%,-2%,i,12%
Cc1ccc(C(=O)NCC(=O)N2CCN(c3ncccn3)CC2)s1,1.1,1%,8,11,-3.1%,-14%,-4%,6%,i,9%
Cc1[nH]c(=O)[nH]c(=O)c1CSCC(=O)OCC(=O)Nc1ccccn1,.,.,.,.,.,-7%,0%,.,i,-2%
CCOC(=O)c1c(C=O)c2sc(C)cc2n1C,1.1,11%,6,13,-1.4%,-2%,10%,8%,i,3%
CC1(C(=O)N2CCN(c3ccccc3)CC2)CC1(Cl)Cl (stereo not given),1.2,9%,-7,2,0.5%,-9%,6%,8%,i,0%
Nc1ccc(-c2cn3cccnc3n2)cc1,1.5,8%,-5,4,-3.9%,-1%,6%,2%,i,4%
CSc1nc(N)nc(N(C)C)n1,.,.,.,.,.,-4%,2%,.,i,-3%
O=S(=O)(Nc1ccc2c(c1)nc1n2CCN(Cc2ccccc2)C1)c1ccccc1,1,-91%,-4,4,-13%,-4%,5%,-52%,i,-2%
Cc1ccc(C(=O)n2cnnc2N)cc1C,1,-2%,12,3,-9.3%,-8%,1%,4%,i,-7%
O=S(=O)(NCc1ccco1)c1cnc(Cl)c(Cl)c1,.,.,.,.,.,-3%,2%,.,i,-6%
CCc1cc2c(=O)nc3n(c2s1)Cc1ccccc1/C3=C(/O)c1cccc([N+](=O)[O-])c1,1,-55%,8,24,-3.6%,-1%,6%,-39%,i,4%
CCN(CC)CCNC(=O)C12CC3CC(CC(C3)C1)C2,1.2,-5%,17,14,-1.1%,-12%,7%,-8%,i,-3%
CNC(=O)C(=O)NCCN1CCN(C(=O)c2ccc([N+](=O)[O-])cc2)CC1,1,4%,-6,17,-10%,-10%,3%,6%,i,16%
CCCC1=C(C(=O)OCC)C(c2ccco2)C(C#N)=C(N)O1 (stereo not given),1.2,13%,6,6,-1.8%,-3%,13%,6%,i,5%
CCCCn1c(-c2csc(CC)c2)n[nH]c1=S,0.7,11%,67*,56*,-8.1%,-3%,-4%,9%,i,-12%
CSc1ccc(CN(C)CC(=O)Nc2ccc(C)cc2Br)cc1,1.1,4%,62*,22*,-6.1%,-1%,1%,-8%,i,8%
CCOCC(=O)Nc1cc(C(=O)OC)cc(C(=O)OC)c1,1.1,10%,15,15,-1.3%,-1%,-3%,0%,i,8%
COC(=O)c1c(NC(=O)CSc2nnc(C)c(=O)[nH]2)sc(C)c1C,1.1,2%,8,9,2.0%,-1%,6%,3%,i,22%
Cc1cc(C(=O)NC(C)Cc2ccccc2)cc(C)c1[N+](=O)[O-] (stereo not given),1.1,3%,-6,-9,-1.1%,-1%,6%,0%,i,3%
CSC1=NC(C)N2C(SC)=NC(C)N12 (stereo not given),.,.,.,.,.,-9%,-1%,.,i,-4%
O=C(COc1ccc(Cl)cc1Cl)NN1C(=O)C2C3C=CC(C3)C2C1=O (stereo not given),.,.,.,.,.,-2%,7%,.,i,11%
NS(=O)(=O)c1ccc(CCNCc2cccs2)cc1,1.1,-10%,-2,-2,-8.9%,-6%,0%,-4%,i,2%
O=C(NCCCN1CCN(CCCNC(=O)c2cccc(Cl)c2)CC1)c1cccc(Cl)c1,1.1,-4%,0,-16,-4.6%,-8%,4%,-8%,i,8%
O=C(COC(=O)CSCC(=O)N1CCCCC1)Nc1ccc(Cl)cc1,1.1,10%,9,-3,-3.5%,-7%,-2%,6%,i,9%
c1ccc2c(c1)ncn2-c1ccc(-c2ccnc3ncnn23)cc1,1.1,-4%,-13,7,-6.5%,1%,-1%,-9%,i,-1%
CCC(C)C(=O)N1CCCC(c2nc(-c3cccs3)no2)C1 (stereo not given),1.1,-3%,14,-2,-4.4%,-12%,-11%,3%,i,13%
CN(C1CCCCC1)S(=O)(=O)c1ccc(C(=O)N2CCN(c3nc4ccccc4s3)CC2)cc1,1,9%,-3,-15,-8.4%,4%,11%,8%,i,4%
Cc1ccc(OCCCC(=O)NCc2ccco2)cc1,1.1,-7%,2,0,-1.3%,-7%,1%,-7%,i,3%
O=S(=O)(NCC(Nc1ccccc1)c1ccccc1)c1ccc(Cl)cc1 (stereo not given),1.1,21%,10,-3,-8.5%,5%,0%,36%,i,6%
CCOC(=O)C1CCN(C=Nc2cc(C)on2)CC1,1.1,-6%,-13,11,-2.3%,-10%,9%,-4%,i,-9%
CSC1=C(C#N)C(c2ccccc2Cl)C2=C(CCCC2=O)N1 (stereo not given),0.9,-5%,.,.,-6.1%,-3%,.,-11%,.,.
O=C(Nc1cccc(Cl)c1)N(CCN1CCOCC1)Cc1ccccc1F,1.1,-5%,7,4,-4.3%,-9%,5%,-3%,i,-10%
Cc1cc(C)n2nc(SCc3nnc(SCc4ccccc4C)s3)nc2n1,1.1,-1%,13,7,-2.4%,-5%,5%,2%,i,2%
COc1ccc(-c2cnn(C3CCS(=O)(=O)C3)c2N)cc1 (stereo not given),1.1,-9%,-12,-22,0.4%,-8%,6%,0%,i,-14%
COc1ccc(C(NC(=O)c2ccccc2F)NC(=O)c2ccccc2F)cc1,1.1,8%,-6,-2,-11%,-9%,7%,16%,i,-10%
S=C1COC(c2ccccc2)N1c1ccccc1 (stereo not given),1.1,-12%,-4,-6,-5.5%,-3%,-2%,-12%,i,10%
